proCasp3 act = activators of human procaspase-3; activation, % at 8.5 µM; recombinant procaspase-3 D3A, Ac-DEVD-pNA absorbance 405 nm; 330,000 compounds, 0.11% hits; P42574;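 active means activation above the mean of all tested compounds plus 3 SD, cut at about 21% in these data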;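 further: 0% = DMSO alone and 100% = DMSO wells spiked with extra 5 µM PC-3 D3A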
Target sequence (P42574 whole entry D9A/D28A/D175A): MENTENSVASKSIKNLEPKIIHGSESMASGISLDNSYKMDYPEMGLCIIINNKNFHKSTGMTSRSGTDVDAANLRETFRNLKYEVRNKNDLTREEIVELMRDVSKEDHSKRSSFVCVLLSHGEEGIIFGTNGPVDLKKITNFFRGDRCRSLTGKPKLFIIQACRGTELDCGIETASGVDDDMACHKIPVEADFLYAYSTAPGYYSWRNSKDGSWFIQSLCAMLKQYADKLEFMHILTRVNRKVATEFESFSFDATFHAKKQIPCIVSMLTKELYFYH
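Evaluation: percent activation relative to control range; Material: Procaspase-3 D3A mutant, all three cleavage aspartates alanine; Compound: single dose, 8.5 µM nominal compound, 0.8% DMSO; Replication: one well per compound; Signal: absorbance at 405 nm, 0 and 120 min; Schedule: 1 h preincubation plus 2 h reaction at 25 °C.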
TPT1 inh = blocks Candida albicans tRNA 2'-phosphotransferase. recombinant caTPT1, FP RNA substrate dephosphorylation. inhibition, % at 5 µM. 300,000 compounds, 0.81% hits. AID 1962;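 active means inhibition above the mean of all tested compounds plus 3 SD, set per screening campaign, cut at about 24% in these data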;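 further: plate controls were DMSO alone for no effect and ferristatin control at 100 nM for full effect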
PP1 counter = PP1-alpha (human) inhibition in PP5 counter-screen; purified PP1alpha, OMFP fluorescence; inhibition, % at 6.7 µM; 320,000 compounds, 0.9% hits; AID 2235;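 active means inhibition above the mean inhibition of all tested compounds plus 3 SD, computed separately for each screening campaign, cut at about 15% in these data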
Target sequence (P62136 whole entry, looked up): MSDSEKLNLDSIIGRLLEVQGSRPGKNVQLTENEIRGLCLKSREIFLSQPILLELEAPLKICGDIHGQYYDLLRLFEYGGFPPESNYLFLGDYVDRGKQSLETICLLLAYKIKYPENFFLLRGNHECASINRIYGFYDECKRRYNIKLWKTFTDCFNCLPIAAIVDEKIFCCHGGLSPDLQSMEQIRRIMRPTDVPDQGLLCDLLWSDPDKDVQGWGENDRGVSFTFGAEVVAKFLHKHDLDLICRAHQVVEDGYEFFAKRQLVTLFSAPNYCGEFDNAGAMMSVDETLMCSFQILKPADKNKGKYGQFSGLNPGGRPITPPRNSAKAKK
PP5 inh = blocks human protein phosphatase 5 activity. P53041. 320,000 compounds, 0.18% hits. inhibition, % at 6.7 µM. AID 1987. purified PP5c, OMFP substrate fluorescence;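 active means inhibition above the campaign's mean inhibition across all tested compounds plus 3 SD, cut at about 9.5% in these data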;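 further: 0% = DMSO only and 100% = 100 µM cantharidin control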
procasp7 counter = activates human procaspase-7, counter-screen for procaspase-3 activators. recombinant procaspase-7, Ac-DEVD-pNA absorbance 405 nm; D23A/D198A/D206A triple mutant, cannot self-cleave; scale: DMSO 0, 5 µM enzyme 100. activation, % at 8.5 µM. 330,000 compounds, 0.093% hits;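 active means percent activation above the screen-wide mean plus 3 SD, cut at about 25% in these data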
Target sequence (P55210 whole entry D23A/D198A/D206A): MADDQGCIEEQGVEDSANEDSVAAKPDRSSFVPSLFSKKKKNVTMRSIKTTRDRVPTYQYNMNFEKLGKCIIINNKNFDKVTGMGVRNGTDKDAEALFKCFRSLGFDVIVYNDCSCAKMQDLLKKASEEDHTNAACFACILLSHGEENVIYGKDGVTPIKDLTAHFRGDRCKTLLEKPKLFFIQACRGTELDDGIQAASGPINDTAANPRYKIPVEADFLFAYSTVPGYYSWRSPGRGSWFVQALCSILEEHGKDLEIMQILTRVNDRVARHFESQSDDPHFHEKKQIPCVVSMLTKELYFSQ
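Assay system: Uncleavable procaspase-7 mutant enzyme; Input: 2 µM procaspase-7 mutant as dispensed; Also added: DEVD-pNA substrate; Medium: Zinc-free HEPES pH 7.4 with 300 mM NaCl, 0.01% Triton X-100; Timing: 1 h compound preincubation, 2 h substrate cleavage, 25 °C; Measured by: Epi-absorbance of released pNA at 405 nm, two timepoints.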
HCV core dimer = blocks dimerization of HCV core protein. TR-FRET GST/Flag-core106 dimerization, 1536-well. inhibition, % at 5 µM. 300,000 compounds, 0.33% hits. AID 1899;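 active means inhibition above the mean of all tested compounds plus 3 SD, set per screening campaign, cut at about 45% in these data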
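assay system = GST-tagged and Flag-tagged HCV core protein residues 1-106 | controls = unlabelled core106 and no-GST-core106 wells | incubation = compound-protein-antibody incubation 4 h at 22.5 °C | probe or stimulus = Eu donor and XL665 acceptor anti-tag antibodies | read-out = % inhibition based on acceptor/donor emission ratio | signal = TR-FRET 671 and 617 nm emission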
PAFAH2 inh = inhibitors of human PAFAH2 | recombinant PAFAH2, FP-rhodamine activity probe, fluorescence polarization | inhibition, % at 3.39 µM | 340,000 compounds, 0.99% hits | AID 492956;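 active means inhibition above the mean over all tested compounds plus 3 SD, cut at about 30% in these data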;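 further: inhibitors block probe labeling of enzyme so polarization drops; 0% = enzyme with DMSO and 100% = wells lacking PAFAH2 protein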
CTSL1 counter = cathepsin L1 inhibition, PFM18AAP counter-screen. recombinant F. hepatica cathepsin L1, Z-Leu-Arg-MCA fluorescence. inhibition, % at 5.96 µM. 300,000 compounds, 0.49% hits. AID 1906;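 active means inhibition above the mean of all tested compounds plus 3 SD, set per screening campaign, cut at about 17% in these data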;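 further: 0% = plate median of test compound wells and 100% = 1 µM Z-Phe-Ala-diazomethylketone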
AHR act = activates the human aryl hydrocarbon receptor | P35869 | AHR-responsive luciferase reporter cells, luminescence | activation, % at 5 µM | 320,000 compounds, 2.5% hits; in the data active means activation above about 47%;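 further: 0% = vehicle wells and 100% = reference agonist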
The depositor's hits bear a star; / = not tested or not shown.

1. Cc1cc(C(=O)NNC(=O)c2ccc(C)s2)c(C)o1
2. CCN(CC)CCOC(=O)/C=C/c1ccccc1OC
3. CCOC(=O)c1cnc2c(Cl)cccc2c1NCCN(C)C
4. Cc1cccn2c(=O)c3cc(C(=O)NC(C)C)c(=N)n(Cc4ccncc4)c3nc12
5. Cc1[nH]c2ccccc2c1C(=O)/C=C/c1ccccc1

Compound,1,2,3,4,5
proCasp3 act,-1,7,-7,-14,-2
TPT1 inh,1,1,-6,-4,-4
PP1 counter,3,-3,4,-1,-2
PP5 inh,-1.5,1.6,2.9,3.3,7.2
procasp7 counter,7,-9,3,-14,1
HCV core dimer,-4,-13,4,-2,11
PAFAH2 inh,-1,-3,1,5,-4
CTSL1 counter,1,-2,2,-1,-3
AHR act,3,2,4,3,166*

6. Cc1sc(NC(=O)c2ccc(Br)s2)c(C(N)=O)c1C
7. COc1cccc(Nc2ncc(C#N)c(N)n2)c1
8. COc1ccc(Cn2nnnc2C(c2ccccn2)N2CCN(c3cc(Cl)ccc3C)CC2)cc1 (stereo unspecified)
9. CCOC(=O)c1nn(-c2ccc(F)cc2)c(=O)c2c(N)scc12
10. COc1cc(/C=C/C(=O)O)ccc1OCc1cnc(Cl)s1

Compound,6,7,8,9,10
proCasp3 act,3,-1,4,-27,0
TPT1 inh,3,2,-4,-3,-4
PP1 counter,-2,-1,0,-2,0
PP5 inh,4.2,-0.8,3.9,3.0,0.7
procasp7 counter,-7,2,0,-17,2
HCV core dimer,4,-4,12,0,-1
PAFAH2 inh,1,/,1,5,/
CTSL1 counter,2,1,2,15,2
AHR act,59*,2,5,0,1

11. O=C(CSc1nnc(C2COc3ccccc3O2)o1)Nc1nccs1 (stereo unspecified)
12. Cc1c(NC(=O)C2(c3ccc(Cl)cc3)CCCC2)c(=O)n(-c2ccccc2)n1C
13. CN(Cc1ccco1)C(=O)c1c[nH]c2ccc(S(=O)(=O)Nc3ccc4c(c3)OCCO4)cc2c1=O
14. COc1ccc(-c2nc(SC(CC(=O)NCCO)c3cccs3)n[nH]2)cc1 (stereo unspecified)
15. CCOC(=O)N1CCc2c(sc(NC(=O)CN3CCOCC3)c2C#N)C1

Compound,11,12,13,14,15
proCasp3 act,1,-7,5,7,1
TPT1 inh,-1,-2,-4,5,-4
PP1 counter,-9,-2,1,-5,2
PP5 inh,-0.8,-1.3,-0.9,2.9,2.8
procasp7 counter,2,0,1,-2,10
HCV core dimer,-3,3,-5,0,-11
PAFAH2 inh,7,5,4,5,/
CTSL1 counter,-3,1,0,-2,0
AHR act,2,0,2,2,-2

16. COC(C(=O)Nc1ccnn1C1CCN(C(=O)c2ccc(C=O)cc2)CC1)c1ccccc1 (stereo unspecified)
17. C=CCOc1ccc(CNCCc2ccc(S(N)(=O)=O)cc2)cc1
18. COc1ccc(NC(=O)CSc2nnc(-c3cc(C)[nH]n3)n2N)cc1OC
19. NC(=O)c1ccsc1NC(=O)c1ccc(S(=O)(=O)N2CCCC2)cc1
20. O=C(NCC(c1cccnc1)N1CCOCC1)Nc1ccccc1 (stereo unspecified)

Compound,16,17,18,19,20
proCasp3 act,0,-5,-2,4,4
TPT1 inh,3,0,-1,-2,0
PP1 counter,3,-4,-3,1,-1
PP5 inh,0.0,-1.1,2.0,-0.4,2.3
procasp7 counter,6,2,0,0,2
HCV core dimer,2,-1,-4,8,-5
PAFAH2 inh,1,-2,2,11,-1
CTSL1 counter,-7,-1,2,0,-3
AHR act,3,0,5,1,1

21. O=C(C(Sc1ccccc1)c1ccccc1)N1CCOCC1 (stereo unspecified)
22. CN(C)c1ccc(NC(=O)CN2C3CCCC2CC(NC(=O)c2ccccc2)C3)cc1 (stereo unspecified)
23. c1ccc(Nc2nc(NCc3ccco3)c3ccccc3n2)cc1
24. COc1cccc(NC(=O)C2C3C=CC4(O3)C2C(=O)N(C(C)C)C4C(=O)NC2CCCCC2C)c1 (stereo unspecified)
25. O=S(=O)(NCC1CCCO1)c1ccc(S(=O)(=O)N2CCCC2)cc1 (stereo unspecified)

Compound,21,22,23,24,25
proCasp3 act,0,6,-8,-6,1
TPT1 inh,-1,-2,0,1,-3
PP1 counter,-7,1,16*,-4,-1
PP5 inh,0.7,2.9,1.2,0.1,-0.1
procasp7 counter,-1,-2,3,0,-4
HCV core dimer,-2,-5,-3,-1,-5
PAFAH2 inh,1,14,0,0,-5
CTSL1 counter,-12,0,-3,0,-5
AHR act,7,7,14,1,0

26. O=C(NNC(=O)c1csc(-c2cccnc2)n1)c1ccccc1
27. CC(Sc1ccc(Cl)cc1)C(=O)NNC(=O)c1ccco1 (stereo unspecified)
28. N#Cc1ccsc1NC(=O)CN1CCCCCC1
29. Cc1nn(Cc2c(F)c(F)c(F)c(F)c2F)c(C)c1NC(=O)c1nn(C)cc1[N+](=O)[O-]
30. COc1ccc2c(c1)CC(C)C/C2=N\NC(=O)c1ccco1 (stereo unspecified)

Compound,26,27,28,29,30
proCasp3 act,1,0,-11,-2,0
TPT1 inh,-5,/,-4,-4,-3
PP1 counter,-1,/,2,-3,-3
PP5 inh,3.2,/,-0.1,-0.6,0.6
procasp7 counter,3,13,2,-1,10
HCV core dimer,-5,/,-6,-5,0
PAFAH2 inh,-9,5,2,6,3
CTSL1 counter,-2,/,1,5,2
AHR act,2,2,7,-2,3

31. CC(C)CNS(=O)(=O)c1ccc(CCC(=O)NCc2ccncc2)cc1
32. Cc1ccc(C)c(CNS(=O)(=O)c2c(C)[nH]c(C)c2C(=O)N2CCCCC2)c1
33. O=C(NCc1ccc(N2CCCC2=O)cc1)NC1CCCCC1
34. COC(C[C@H]1O[C@H]1C(=O)[C@@H](C)OCc1ccccc1)OC
35. Cc1ccc(-n2c(C)cc(/C=N/Nc3ccc([N+](=O)[O-])cn3)c2C)cc1

Compound,31,32,33,34,35
proCasp3 act,-6,3,-5,8,-4
TPT1 inh,-1,-1,-3,-3,34*
PP1 counter,-6,1,-2,-1,5
PP5 inh,1.2,1.1,-0.2,-0.3,-3.2
procasp7 counter,-3,-3,6,1,-3
HCV core dimer,6,3,0,-4,25
PAFAH2 inh,0,5,-3,-3,5
CTSL1 counter,-3,-1,-1,-1,1
AHR act,2,7,3,0,9

36. CC(Sc1ccc(S(=O)(=O)N2CCCC2)cn1)C(N)=O (stereo unspecified)
37. CCN(CC)c1ccc(/C=N/N2C(=O)c3ccccc3C2=O)cc1
38. CC(=O)Nc1ccc(N/C(=N\S(=O)(=O)c2ccccc2)c2ccccc2)cc1
39. Cc1csc(NC(=O)CCNC(=O)c2ccccc2Cl)n1
40. CC(C)(C)CN1CCN(CC#Cc2ccccc2)CC1CCO (stereo unspecified)

Compound,36,37,38,39,40
proCasp3 act,2,-1,6,-1,-3
TPT1 inh,/,-1,-1,-1,4
PP1 counter,-4,7,-6,-2,-7
PP5 inh,-0.3,-4.8,-0.1,-1.0,6.6
procasp7 counter,5,1,7,11,-4
HCV core dimer,/,-2,-1,-3,-4
PAFAH2 inh,0,-11,20,-2,-6
CTSL1 counter,/,1,2,7,-3
AHR act,-2,0,1,4,59*

41. CCN(Cc1cc(=O)n2ccsc2n1)Cc1nc2cc(OC)c(OC)cc2c(=O)[nH]1
42. CN(C)c1ccc(/C=N/NC(=O)c2nonc2N)cc1[N+](=O)[O-]
43. COc1ccc(-n2c(SCC(=O)Nc3cc(C)on3)nc3c([nH]c4ccccc43)c2=O)cc1OC
44. COc1ccc([N+](=O)[O-])cc1N(CC(=O)NCCCOC(C)C)S(C)(=O)=O
45. Cc1cc(NC(=O)CSc2nc(N)c(NC(=O)c3ccc(F)c(F)c3)c(=O)[nH]2)no1

Compound,41,42,43,44,45
proCasp3 act,7,1,2,9,-3
TPT1 inh,1,-6,-1,-4,-2
PP1 counter,-3,0,6,0,-7
PP5 inh,-1.4,1.8,3.4,1.5,-0.3
procasp7 counter,0,1,0,-3,7
HCV core dimer,0,-5,4,-3,-2
PAFAH2 inh,-3,2,-2,-1,0
CTSL1 counter,2,2,0,4,1
AHR act,2,16,24,1,8

46. Cc1cc(=O)nc2c3ccccc3n(CC(=O)NC(C)c3ccc4c(c3)OCCO4)n12 (stereo unspecified)
47. CCCCSc1nnc([C@@H]2CCCN2C(=O)OC(C)(C)C)o1
48. CCNC(=O)NC(=O)COc1ccccc1C#N
49. CC(C)COc1ccc(C(=O)OCC(=O)NCCC2=CCCCC2)cc1
50. CN1CC(=O)N(CC(=O)Nc2ccc3c(c2)CCC3)C1=O

Compound,46,47,48,49,50
proCasp3 act,1,14,1,-3,-8
TPT1 inh,2,-7,0,-2,0
PP1 counter,-11,3,-3,-2,-7
PP5 inh,-7.3,1.3,-1.5,-0.2,-0.8
procasp7 counter,1,12,3,7,6
HCV core dimer,-13,0,2,-4,2
PAFAH2 inh,3,2,3,26,4
CTSL1 counter,8,-3,-3,7,-2
AHR act,21,-1,2,3,1

51. O=C(N/N=C/c1cn(-c2cccs2)nc1-c1ccccc1)c1ccccc1Cl
52. NNC(=S)NC1CCCCCCCCCCC1
53. CCOC(=O)C1(Cc2cccc(OC)c2)CCN(Cc2cccnc2)CC1
54. CCc1nnc(N/N=C/c2ccc(O)c(OC)c2)n1N
55. COc1ccc(/C=C/C(=O)OCC(=O)NCc2ccccc2)cc1OC

Compound,51,52,53,54,55
proCasp3 act,-3,11,-2,0,4
TPT1 inh,1,-3,-1,-2,/
PP1 counter,1,-1,-2,0,-1
PP5 inh,4.0,1.2,-1.0,1.3,3.1
procasp7 counter,5,7,6,-16,-1
HCV core dimer,11,-2,-2,-3,/
PAFAH2 inh,-22,6,0,-3,50*
CTSL1 counter,2,-3,2,-2,/
AHR act,6,0,2,6,0

Bioassay records: PubChem, The Scripps Research Institute Molecular Screening Center
